ATG4B inhibitor = ATG4B (human) cysteine protease inhibition. hit rate 0.51% among 340,000. inhibition, % at 8.33 µM. ATG4B cleavage of LC3-PLA2, NBD-HPC fluorescence, 1 h. Q9Y4P1; in the data active = inhibition above about 40%
Target sequence (Q9Y4P1 whole entry, looked up): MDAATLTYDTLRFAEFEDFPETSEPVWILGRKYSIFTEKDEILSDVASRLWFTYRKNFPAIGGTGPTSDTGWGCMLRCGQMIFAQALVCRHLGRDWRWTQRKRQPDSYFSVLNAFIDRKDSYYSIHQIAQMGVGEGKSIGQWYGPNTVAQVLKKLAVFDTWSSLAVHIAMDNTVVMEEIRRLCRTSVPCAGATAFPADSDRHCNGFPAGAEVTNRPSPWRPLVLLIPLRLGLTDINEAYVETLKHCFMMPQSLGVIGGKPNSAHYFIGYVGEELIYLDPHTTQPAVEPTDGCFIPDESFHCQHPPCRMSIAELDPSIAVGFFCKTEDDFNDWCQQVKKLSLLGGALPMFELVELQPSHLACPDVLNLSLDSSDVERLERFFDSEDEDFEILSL
UBC13 inh = human UBC13 polyubiquitination inhibition; P61088; UBC13 polyubiquitin chain formation, TR-FRET; inhibition, % at 20 µM; hit rate 0.47% among 330,000; AID 485273; in the data active = inhibition above about 45%, passing the limit was not always enough; inconclusive = no clear call, values can overlap the other calls
Target sequence (P61088 whole entry, looked up): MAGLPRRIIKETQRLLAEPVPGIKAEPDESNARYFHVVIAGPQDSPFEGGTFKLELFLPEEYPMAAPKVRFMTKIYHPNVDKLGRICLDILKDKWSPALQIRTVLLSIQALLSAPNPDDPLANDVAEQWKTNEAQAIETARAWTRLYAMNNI
CXCR6 block = blocks human CXCR6 beta-arrestin recruitment; CHO-K1 PathHunter CXCR6 beta-arrestin, luminescence; hit rate 0.36% among 360,000; AID 602244; inhibition, % at 20 µM; in the data active = inhibition above about 34%, passing the limit was not always enough;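 note: antagonist mode with CXCL16 agonist at 10 nM final; 0% = 10 nM CXCL16 with DMSO and 100% = unstimulated wells without agonist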
APJ antag = blocks the human apelin receptor APJ; CHO-K1 APJ beta-arrestin complementation, luminescence; inhibition, % at 20 µM; hit rate 0.32% among 330,000; AID 2521;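 active = inhibition above about 40% at 20 µM, limit read from the data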;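 note: cells challenged with 10 nM apelin-13 agonist together with compound; plate controls were apelin-13 plus DMSO wells for no effect and DMSO wells lacking apelin-13 for full effect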
APJ ag = APJ receptor agonism | CHO-K1 APJ PathHunter beta-arrestin, luminescence; 0% DMSO wells, 100% apelin | hit rate 0.11% among 330,000 | activation, % at 20 µM | AID 2520 | P35414;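 active = activation more than six SD over the plate average, tested at 20 µM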;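 note: 0% = DMSO alone and 100% = apelin-13 at 10 nM; some results filed as inactive read as strong as hits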
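Assay system – PathHunter CHO-K1 APJ (AGTRL-1) beta-arrestin reporter cells · Compound – one dose, 20 µM compound, 1% DMSO · Timing – compound 90 min 25 °C, reagent 1 h · Measured by – luminescence from split beta-galactosidase complementation, Galacton Star/Emerald II substrate · Measure – beta-arrestin recruitment to APJ as agonist activity, luminescent signal · Benchmarks – DMSO vs Apelin-13 10 nM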
CCR6 antagonist = blocks CCL20-driven beta-arrestin recruitment at human CCR6 | AID 493098 | inhibition, % at 20 µM | hit rate 0.49% among 340,000 | P51684 | CHO-K1 CCR6 PathHunter beta-arrestin, luminescence, CCL20-stimulated;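 active = compounds whose inhibition of the agonist-driven luminescence signal at 20 µM reaches about 50%, limit read from the data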;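 note: cells stimulated with CCL20 at 14 nM final; plate controls were DMSO with CCL20 for no effect and DMSO without agonist for full effect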
EBI2 antag = EBI2 (human) antagonism; EBI2 beta-arrestin recruitment, luminescence, 7a,25-OHC stimulated; inhibition, % at 5 µM; hit rate 0.81% among 360,000; P32249; in the data active = inhibition above about 38%;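 note: enzyme fragment complementation signal reports receptor beta-arrestin coupling in cells; 0% = agonist plus DMSO wells and 100% = wells without agonist; some results beyond the cut were filed as inactive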
Target sequence (P32249 whole entry, looked up, the tested form may be a part): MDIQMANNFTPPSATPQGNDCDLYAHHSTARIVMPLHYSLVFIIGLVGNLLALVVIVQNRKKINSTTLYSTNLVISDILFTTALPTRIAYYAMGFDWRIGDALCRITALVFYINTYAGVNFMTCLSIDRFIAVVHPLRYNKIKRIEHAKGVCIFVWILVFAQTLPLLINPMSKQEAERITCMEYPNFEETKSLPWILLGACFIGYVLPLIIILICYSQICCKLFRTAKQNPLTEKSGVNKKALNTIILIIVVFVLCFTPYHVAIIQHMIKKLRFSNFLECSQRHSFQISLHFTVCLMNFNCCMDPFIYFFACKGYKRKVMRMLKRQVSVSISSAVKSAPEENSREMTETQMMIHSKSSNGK
Gli-Sufu block = blocks Gli-Sufu signaling in a luciferase reporter; inhibition, % at 5 µM; Sufu-KO-LIGHT fibroblasts, Gli luciferase reporter luminescence; hit rate 0.74% among 340,000;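 active = inhibition above about 55%, limit read from the data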;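 note: 0% = DMSO-treated cells and 100% = wells with medium but no cells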
An asterisk follows results filed as active; ? = inconclusive; / = not tested or not shown.

Order of results – ATG4B inhibitor, UBC13 inh, CXCR6 block, APJ antag, APJ ag, CCR6 antagonist, EBI2 antag, Gli-Sufu block
1. Nc1ncc(-n2cncn2)c(-c2ccccc2)n1
    -4, 9, -2, 3, -2, 14, -9, -2
2. Cc1ccc(Nc2cccc(C(F)(F)F)c2)nn1
    -4, -3, -2, -11, 0, 2, -1, -8
3. O=[N+]([O-])c1ccc(C=NN2CCCCCC2)cc1
    -14, /, 9, /, /, 35, 4, -85
4. Cc1oc(-c2cc(F)cc(F)c2)nc1CN1CCSCC1
    -6, 8, -5, 10, -2, -11, 0, 15
5. O=C(c1ccco1)N1CCN(C(=O)C2CCN(S(=O)(=O)c3cccs3)CC2)CC1
    8, -4, -3, 13, -2, 6, 4, 2
6. Cc1cc(C(=O)COc2ncnc3sccc23)c(C)n1C1CC1
    1, -4, 6, 8, -1, -6, 1, -49
7. Cc1c(C(=O)N2CCN(C(=O)c3ccco3)CC2)oc2c(Cl)cccc12
    -18, 4, -9, 4, 7, 10, 22, 7
8. COc1ccc(Br)cc1CN(C)C(=O)c1ccccc1SCC(=O)N1CCCC1
    -1, /, 7, /, /, 18, 7, -1
9. CCN(CC)c1ccc2c(C)cc(=O)oc2c1
    0, 15, -8, -7, -1, 8, -2, -8
10. CCCCn1c(N)c(N(CC(C)C)C(=O)CSc2nn(-c3ccc(F)cc3)c(=S)s2)c(=O)[nH]c1=O
    -34, /, -1, /, /, 3, 4, 2

More results follow.
Order of results – ATG4B inhibitor, UBC13 inh, CXCR6 block, APJ antag, APJ ag, CCR6 antagonist, EBI2 antag, Gli-Sufu block
11. COc1ccc(OC)c(S(=O)(=O)N2CCCCCC2)c1
    7, 0, 12, -10, 0, 10, 10, -4
12. O=C(Nc1cccc2ncccc12)c1ccc(Br)c([N+](=O)[O-])c1
    0, 4, 5, -10, -2, 0, -23, 8
13. CCOC(=O)c1cc(-c2ccccc2)sc1NC(=S)Nc1cccc(C)n1
    -12, 14, -5, 8, -1, -12, 30, -24
14. CCn1c(C)cc(/C=C2\NC(=O)N(CC(=O)Nc3ccc(F)cc3)C2=O)c1C
    -5, -13, 2, -16, 1, 1, -1, 3
15. COc1ccc(NC(=O)CSc2nnc(-c3ccncc3)o2)c([N+](=O)[O-])c1
    3, -4, 0, -2, 2, 8, 4, -8
16. COC(=O)c1ccc(C(NC(=O)OCc2ccccc2)/C(F)=C/[C@@H](C)C(=O)O)cc1 (stereo partly drawn)
    5, -4, 1, 7, 5, 7, 2, -5
17. COc1ccc(-c2nc(CSCC(=O)NC3CCCc4ccccc43)c(C)o2)cc1 (stereo not drawn)
    -9, -2, -1, -17, -11, 10, 13, 3
18. O=C(NCCCN1CCCC1=O)c1cccc(S(=O)(=O)NCc2ccccc2)c1
    -1, 9, 1, 8, -1, 5, 2, -3
19. COc1ccc(OC)c(C2C(C(C)=O)=C(O)C(=O)N2Cc2cccnc2)c1 (stereo not drawn)
    -11, -12, -2, -5, 1, -6, 6, -1
20. COc1ccc(C(=O)c2c(C(F)(F)F)oc3c2C(=O)c2ccccc2C3=O)cc1OC
    12, -30, 9, -67, 8, 14, 12, 22

Additional results.
Order of results – ATG4B inhibitor, UBC13 inh, CXCR6 block, APJ antag, APJ ag, CCR6 antagonist, EBI2 antag, Gli-Sufu block
21. Cc1ccc(CCN2C(=O)CCC2(C)C(=O)NC2CCCC2)cc1 (stereo not drawn)
    7, 3, -5, -63, -2, -5, -4, 4
22. O=C(Nc1cccc(Cl)c1N1CCOCC1)c1cccnc1Cl
    7, 9, -6, 7, -4, 10, 0, -2
23. Fc1ccc(OCCCn2ccnc2)cc1
    3, 0, -4, 13, -1, 13, -1, 2
24. CCOC(=O)Cn1c(-c2cccnc2Cl)nc2cc(C)c(C)cc21
    -14, -8, -2, 8, -2, -11, -23, /
25. COc1ccc(CCNC(=O)C/C(C)=N/NC(=O)C2CCCCC2)cc1OC
    -9, 4, -5, -5, -1, 9, 3, -37
26. Cc1cc(-c2ccccc2)c2c(n1)sc1c(O)cc(=O)[nH]c12
    -2, 4, /, 8, -4, 1, /, 7
27. COc1ccc(-c2noc(CCC(=O)N3CCN(c4ccccc4OC)CC3)n2)cc1
    -7, /, -2, /, /, 10, 0, 1
28. CCN(CC)S(=O)(=O)c1cccc(C(=O)Nc2ccccc2C(=O)N2CCOCC2)c1
    -8, 3, 2, 7, -2, -15, -2, -4
29. Cc1cc(C)nc(NC(=S)Nc2cccc(F)c2)c1
    4, 8, 4, -2, -2, 10, -1, -24
30. CCOC(=O)c1cnc2c(OC)cccc2c1N1CCN(c2ccc(OC)cc2)CC1
    2, -8, 10, 6, -5, 18, 19, -13

Continued.
Order of results – ATG4B inhibitor, UBC13 inh, CXCR6 block, APJ antag, APJ ag, CCR6 antagonist, EBI2 antag, Gli-Sufu block
31. CC(C)c1ccc(NC2CCCN(C(=O)c3cccc(N4CCNC4=O)c3)C2)cc1 (stereo not drawn)
    33, -13, 0, 9, -1, 18, -3, -10
32. COC(=O)C1=C(N)Oc2cc(C)n(CC3CCCO3)c(=O)c2C1c1ccc(Cl)c(Cl)c1 (stereo not drawn)
    -1, 5, 10, 6, -2, 10, 5, 8
33. COc1ccc(Cc2nnnn2CC(=O)O)cc1
    -5, 2, -12, 16, -3, 2, 2, 16
34. CCOC(=O)N1CCC(NC(=O)c2ccc(CS(=O)(=O)c3ccccc3C)o2)CC1
    -2, -4, -2, 3, 1, 11, -6, -4
35. O=C(CCC(=O)c1ccccc1)Nc1ccccc1OC(F)F
    6, 6, -6, 7, 0, -1, -7, -1
36. O=C1C=C(C2CCCCC2)C(=O)c2ccccc21
    -1, /, -15, /, /, 11, -43, 6
37. CCCC(O)(c1ccccc1)C(c1ccccc1)c1ccccn1 (stereo not drawn)
    -3, /, 6, /, /, 15, 8, 6
38. Cc1cc(C(=O)CN2C(=O)CN(C)C2=O)c(C)n1-c1cccc(S(=O)(=O)N2CCOCC2)c1
    -1, -3, -2, -25, -1, 1, 9, 2
39. COc1ccc(NC(=O)Cc2csc(NC(=O)Nc3ccccc3OC)n2)c(OC)c1
    -16, 7, -16, 9, -3, 5, 0, 6
40. O=C1/C(=C/c2ccc(N3CCOCC3)o2)SC(=Nc2ccccc2)N1CCc1c[nH]c2ccccc12
    -3, -82, 5, -8, 4, 15, 83*, 53

Carrying on:
Order of results – ATG4B inhibitor, UBC13 inh, CXCR6 block, APJ antag, APJ ag, CCR6 antagonist, EBI2 antag, Gli-Sufu block
41. CC[C@]12c3[nH]c4ccccc4c3CCN1C(=O)C(CC(=O)NCCC1=CCCCC1)C[C@@H]2C(=O)N1CCN(C(=O)c2ccco2)CC1 (stereo partly drawn)
    1, 0, -2, 3, 1, -2, -2, 7
42. COC(=O)c1[nH]c2cccc(OC)c2c1NC(=O)C(C)N1CCC(C)CC1 (stereo not drawn)
    -5, 2, /, 11, -4, 9, /, 1
43. Cc1[nH]c(C)c(S(=O)(=O)NCc2ccc(OC(C)C)cc2)c1C(=O)N1CCCC1
    -3, -3, 2, 14, -7, 12, 3, 18
44. Cc1c(C)c(C)c2[nH]c(=S)[nH]c2c1C
    4, 4, -1, -17, -6, -3, -3, 8
45. CCOC(=O)c1c(NC(=O)C2CCCCC2)sc2c1CCN(C(C)C)C2
    11, 22, 7, -8, -2, 16, 1, 9
46. CCCCNC(=S)N(C)/N=C/c1ccc(OCC(=O)Nc2c(C)cc(C)cc2C)c(OC)c1
    -8, 4, 2, 1, -4, 18, 30, 34
47. Cc1nc2ccccc2nc1N1CCCC1
    -2, -6, -10, 7, 0, 3, 9, -7
48. O=C(C[n+]1cccc(CO)c1)Nc1nc2ccccc2s1
    -1, 4, 10, -5, -4, 2, -5, -4
49. CNC(=O)CSc1nc2ccccc2c(=O)n1CCc1ccccc1
    6, -2, -2, 17, -2, -14, -1, -14
50. CCOC(=O)c1c(-c2cccs2)csc1NC(=O)C(C)(C)C
    4, -1, 3, 14, -5, 13, 16, -28

Additional records follow.
Order of results – ATG4B inhibitor, UBC13 inh, CXCR6 block, APJ antag, APJ ag, CCR6 antagonist, EBI2 antag, Gli-Sufu block
51. CCn1nnnc1SCC(=O)Nc1nc2ccccc2s1
    2, -6, -5, 7, -3, 11, 0, -20
52. O=S(=O)(c1cc(Br)c(Cl)s1)N1CCCC1
    -1, ?, 5, -4, 1, -4, 2, 6
53. CCCNC(=O)c1ccc(COc2cccc3ccccc23)o1
    -9, 2, -32, -5, 0, 15, 1, 7
54. COc1ccc2cc3cc(C(=O)NCCN4CCN(Cc5ccccc5)CC4)oc3nc2c1
    -22, 11, 4, -2, -2, 9, 11, -9
55. CCOC(=O)CSc1ncc(-c2cccc(Cl)c2)cn1
    2, 2, 0, -2, -2, -31, 9, 5
56. CC(=O)N1CCN(CC(C)(C)NS(=O)(=O)c2ccc(C)cc2)CC1
    4, -6, -6, -8, -3, 9, -12, -11
57. COc1ccc(CNc2oc(COc3ccccc3)nc2C#N)cc1
    5, 12, 5, 7, -4, 11, 32, -22
58. CCN(C(=O)c1ccc2c(OC)n(CC)nc2c1)c1ccc(OC)cc1
    4, 11, 4, 0, -2, -1, -28, 9
59. N#C/C(C(=O)NCc1ccccc1)=C1\SC(CCO)C(=O)N1c1ccccc1 (stereo not drawn)
    -10, 2, 2, 10, 4, 12, -6, 10
60. O=C(Nc1cccc(S(=O)(=O)N2CCOCC2)c1)c1cc2c(s1)CCC2
    19, 5, -6, 6, -3, -6, 14, -1

In the list so far, 6 have a Cl atom:
Order of results – ATG4B inhibitor, UBC13 inh, CXCR6 block, APJ antag, APJ ag, CCR6 antagonist, EBI2 antag, Gli-Sufu block
7. Cc1c(C(=O)N2CCN(C(=O)c3ccco3)CC2)oc2c(Cl)cccc12
    -18, 4, -9, 4, 7, 10, 22, 7
22. O=C(Nc1cccc(Cl)c1N1CCOCC1)c1cccnc1Cl
    7, 9, -6, 7, -4, 10, 0, -2
24. CCOC(=O)Cn1c(-c2cccnc2Cl)nc2cc(C)c(C)cc21
    -14, -8, -2, 8, -2, -11, -23, /
32. COC(=O)C1=C(N)Oc2cc(C)n(CC3CCCO3)c(=O)c2C1c1ccc(Cl)c(Cl)c1 (stereo not drawn)
    -1, 5, 10, 6, -2, 10, 5, 8
52. O=S(=O)(c1cc(Br)c(Cl)s1)N1CCCC1
    -1, ?, 5, -4, 1, -4, 2, 6
55. CCOC(=O)CSc1ncc(-c2cccc(Cl)c2)cn1
    2, 2, 0, -2, -2, -31, 9, 5

(next part)
Order of results – ATG4B inhibitor, UBC13 inh, CXCR6 block, APJ antag, APJ ag, CCR6 antagonist, EBI2 antag, Gli-Sufu block
61. COc1ccc(N(CC(=O)N/N=C/c2ccc(OC3CSC3)cc2)S(=O)(=O)c2ccccc2)cc1
    -16, -4, 11, -13, 1, 1, 23, -3
62. CCC(=O)NN1CCN(c2ccncc2S(=O)(=O)N2CCCCC2)CC1
    -8, -8, 1, -8, -2, 7, 0, 10
63. C(=N/Nc1nccs1)/c1cccnc1
    1, -5, -11, 2, 0, -5, -8, -11
64. COc1ccc2[nH]cc(CCN3C(=O)c4ccc(C(=O)O)cc4C3=O)c2c1
    1, 14, -4, 9, -2, -9, -12, 20
65. Cc1ccc(C(=O)NC(c2ccccc2)C(Cl)Cl)cc1 (stereo not drawn)
    -5, 5, 6, -14, -2, 13, -3, -2
66. Cc1cccc(-c2ccc3c(c2)C2CC3CCN2Cc2ccc3c(c2)OCO3)c1 (stereo not drawn)
    -12, /, 0, /, /, 3, 0, 12

High-throughput results as filed in PubChem.

No enrichment for hits; about 3% have a hit in one of these screens.
